ASM inhibitor – human S-ASM enzyme inhibition. AID 504937. placental ASM, HMU-PC fluorogenic substrate, 60 min. Potency, µM (doses to about 57.5 µM), for the others: at the highest dose activity change, negative = inhibition, hits mostly inhibitors. 340,000 tested, 0.006% active. P17405; note: potency is the fitted concentration of half-maximal effect
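Fluorescence read-out (Ex 386 nm, Em 447 nm) after stopping the reaction at pH 10. Enzyme: ASM from human placenta; substrate HMU-PC0, 9 uM final; 60 min, 37 °C. Compound preincubation 10 min, ambient temperature.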
Mito fusion act – mitochondrial division inhibition or fusion activation | S. cerevisiae fusion-defective mutant growth rescue, CellTiterGlo 48 h | Potency, µM (highest dose often 46.1 µM), for inactives: at the highest dose growth rescue (activation), hits mostly activators | 320,000 tested, 0.23% active;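 note: potency is the fitted concentration of half-maximal effect; % of control where 0% means no effect; nearly all actives have a fitted effect of over 45% in size; temperature-sensitive fusion mutants such as fzo1-1 at 37 °C on non-fermentable ethanol glycerol medium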
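Temperature-sensitive fusion-defective S. cerevisiae (e.g. fzo1-1, mgm1-5) were grown with compound in YPEG medium (3% ethanol, 3% glycerol) for 48 hours at 37C. Growth rescue was measured as viability by CellTiterGlo luminescence after 10 minutes at ambient.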
MBNL1 CUG block – MBNL1-poly(CUG) RNA binding inhibition; Q9NR56; TR-FRET MBNL1-His/biotin-(CUG)12 binding, 665/545 ratio; Potency, µM (top dose mostly 57.5 µM), for the others: at the highest dose activity change, negative = inhibition, hits mostly inhibitors; 280,000 tested, 0.036% active; active = well fitted inhibition curve with a large enough effect in the signal ratio, with a control signal flat, not every such curve was filed as active; inconclusive = small, poorly fitted or top-dose-only effect, or effect the other way, or a change in a side signal; inactive = no such curve, though single readings can be large or run the other way; the % refers to the signal ratio; note: potency is the fitted concentration of half-maximal effect; % is set by controls: 0 for no effect and ±100 for the full control effect
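Inhibition of protein-RNA binding appears as loss of TR-FRET between terbium anti-His antibody on MBNL1-His and streptavidin-XL665 on biotin-(CUG)12. Activity is normalized to buffer-only and uninhibited-complex controls.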
TCR act – activates T cell receptor signaling; primary human leukocytes, anti-CD3, IL-2 HTRF, 48 h; Potency, µM (doses to about 9.22 µM), inactives show at the highest dose activation of IL-2 secretion, usual class: activators; 330,000 tested, under 10 active; note: % of control where 0% means no effect
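HTRF read-out of IL-2 secretion: europium cryptate donor excited at 320nm, d2 acceptor emission at 665nm. Cells were primary human leukocytes incubated 48 hr with compounds and a-CD3 beads, supplying TCR signal only.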
TSHR antag – human thyrotropin receptor antagonism. P16473. TSHR-expressing cells, TSH-stimulated cAMP HTRF, 2 h; stronger effect = lower value. activity change, negative = inhibition, % at 11.5 µM. 330,000 tested, 0.2% active. AID 504810;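 active = activity change below a set negative limit, meaning inhibition stronger than a set level, cut at about -70% in these data; inconclusive = activity change between two set negative limits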; note: % is set by controls: 0 for no effect and ±100 for the full control effect
Target sequence (P16473 whole entry, looked up): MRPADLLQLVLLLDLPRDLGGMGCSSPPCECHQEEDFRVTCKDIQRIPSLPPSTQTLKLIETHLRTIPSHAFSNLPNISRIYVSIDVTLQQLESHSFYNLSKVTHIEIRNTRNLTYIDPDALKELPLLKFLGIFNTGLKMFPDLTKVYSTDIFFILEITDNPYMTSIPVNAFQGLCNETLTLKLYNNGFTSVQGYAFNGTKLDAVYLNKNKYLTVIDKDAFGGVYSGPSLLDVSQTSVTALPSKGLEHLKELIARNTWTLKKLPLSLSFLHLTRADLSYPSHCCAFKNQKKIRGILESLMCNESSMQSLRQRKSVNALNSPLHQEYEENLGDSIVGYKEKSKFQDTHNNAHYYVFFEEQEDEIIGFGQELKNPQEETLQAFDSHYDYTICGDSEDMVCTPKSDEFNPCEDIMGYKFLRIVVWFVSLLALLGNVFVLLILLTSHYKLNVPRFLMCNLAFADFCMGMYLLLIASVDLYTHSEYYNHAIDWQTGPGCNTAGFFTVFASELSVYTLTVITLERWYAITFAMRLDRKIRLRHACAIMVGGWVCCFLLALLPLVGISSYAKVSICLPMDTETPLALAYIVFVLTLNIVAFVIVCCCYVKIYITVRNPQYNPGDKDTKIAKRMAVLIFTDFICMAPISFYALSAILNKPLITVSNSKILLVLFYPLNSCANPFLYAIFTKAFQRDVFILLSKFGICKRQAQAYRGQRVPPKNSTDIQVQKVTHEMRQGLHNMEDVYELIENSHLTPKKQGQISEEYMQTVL
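Read-out is FRET at 665 nm (cryptate excitation 337 nm) from a cryptate-tagged anti-cAMP antibody, competed by cell cAMP against cAMP-d2. Compounds are tested on freshly harvested TSHR cells challenged with 4nM TSH (EC80) for 2 hours at 37 deg C.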
Menin MLL FP TR – displaces Texas Red mutant MLL peptide from human menin; AID 1768; Menin + Texas Red MLL mutant peptide, fluorescence polarization; Potency, µM (highest dose often 61.6 µM), inactives show top-dose FP activity change, negative = inhibition, usual class: inhibitors; O00255; 270,000 tested, 0.23% active; active = well fitted inhibition curve with a large enough effect in the polarisation, with a control signal flat, not every such curve was filed as active; inconclusive = small, poorly fitted or top-dose-only effect, or effect the other way, or a change in a side signal; inactive = no such curve, though single readings can be large or run the other way; the % refers to the polarisation; note: potency is the fitted concentration of half-maximal effect; % of control where 0% means no effect; many of its hits are not listed in these tables
AT treatment – potential ataxia-telangiectasia treatments restoring KAP-1 phosphorylation | […] A-T fibroblasts, KAP-1 phosphorylation AlphaLISA; neocarzinostatin DNA damage 30 min before lysis | 320,000 tested, 0.19% active | Potency, µM (titrated, usually from 57.5 µM), for the others: top-dose activation, usual class: activators; note: potency is the fitted concentration of half-maximal effect; % of control where 0% means no effect; nearly all actives have a fitted effect of over 45% in size
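hTERT-immortalized A-T patient fibroblasts ([…]), 500 cells/well in OPTI-MEM, 1% FBS, got compounds for 60 min, then NCS for 30 min at 37C. Lysates were then assayed for phospho-KAP-1 by AlphaLISA (anti-pKAP1 donor, anti-KAP1 acceptor beads), 6 hr at 25C.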
a7 integrin act – activators of alpha7 integrin expression for muscular dystrophy | 350,000 tested, 0.064% active | alpha7betagal myoblasts, beta-gal FDG fluorescence, 48 h | Potency, µM (highest dose often 38.3 µM), for inactives: at the top dose activation, actives largely listed as activators;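 note: potency is the fitted concentration of half-maximal effect; 100% = response of the positive control SU9516; nearly all actives have a fitted effect of over 60% in size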
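Alpha7betagal+/- myoblasts (passage 13) were plated 16-24 hr, then exposed to compounds (1:260 dilution of DMSO stock) for 48 hours at 37C. After MPER lysis, β-galactosidase reporter activity was read as FDG fluorescence (ex 480/em 540) after 30 minutes.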
CXXC DNA block – MLL CXXC-DNA interaction inhibition; Q03164; 290,000 tested, 0.037% active; Potency, µM (titrated, usually from 115 µM), for inactives: at the top dose activity change, negative = inhibition, hits mostly inhibitors; MLL-CXXC / FITC-HOXA9 DNA fluorescence polarization; active = well fitted inhibition curve with a large enough effect in the polarisation, with a control signal flat, not every such curve was filed as active; inconclusive = small, poorly fitted or top-dose-only effect, or effect the other way, or a change in a side signal; inactive = no such curve, though single readings can be large or run the other way; the % refers to the polarisation; note: potency is the fitted concentration of half-maximal effect
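Purified MLL-CXXC (added from a 7 uM solution) was preincubated 5 min at ambient with pinned compounds in 50 mM Tris-HCl pH 7.5, 50 mM NaCl, 1 mM DTT, 0.05% BSA. Fluorescein-labeled HOX-A9 DNA (50 nM solution) followed, 30 min, then polarization read.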
TSG101-PTAP inh – blocks PTAP/TSG101 interaction to inhibit HIV-1 budding. Q99816. Fluorescence polarization, FITC-PTAP peptide / Tsg101 binding. Potency, µM (top dose mostly 115 µM), inactives show at the top dose activity change, negative = inhibition, actives largely listed as inhibitors. 340,000 tested, under 10 active; active = well fitted inhibition curve with a large enough effect in the main read-out, with a control signal flat, not every such curve was filed as active; inconclusive = small, poorly fitted or top-dose-only effect, or effect the other way, or a change in a side signal; inactive = no such curve, though single readings can be large or run the other way; note: potency is the fitted concentration of half-maximal effect; % of control where 0% means no effect
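FP read-out: FITC-PTAP peptide, 50 nM final, binding Tsg101 binding domain, 10 uM final; 20 min, r.t.; 10 mM HEPES pH 7.5, 0.15 M NaCl, 0.01% Tween 20, 3 mM EDTA, 0.1 mM TCEP.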
Starred values were filed as active, the others as inactive; ? = inconclusive; . = not tested or not shown; [ ] = another dose, or the depositor's remark. Unless noted, calls come from the whole dose curve; as a rule, active = well fitted curve in the direction sought with a large enough effect; inconclusive = small, poorly fitted or top-dose-only effect, or another doubt; inactive = no such curve, though single readings can be large; an effect the other way counts as inactive or inconclusive.

SMILES	ASM inhibitor	Mito fusion act	MBNL1 CUG block	TCR act	TSHR antag	Menin MLL FP TR	AT treatment	a7 integrin act	CXXC DNA block	TSG101-PTAP inh
COc1ccc(-c2[nH]c3ccccc3c2SCCN)cc1	-6%	-5%	-4%	2%	6	.	31%	-42%	38%[activator]	-7%
C[C@H](CO)N1C[C@H](C)[C@@H](CN(C)C(=O)Nc2ccccc2)Oc2c(NS(=O)(=O)c3cccs3)cccc2C1=O	4%	.	.	4%	5	.	4%	3%	.	-3%
CC1CCCCC1NC(=O)C1CCCN1S(=O)(=O)c1cccc2nsnc12 (stereo not drawn)	-3%	2%	?	6%	28	-9%	6%	0%	0%	-2%
COC(=O)C=C1CCC2C3CC(F)C4(O)CC(=O)CCC4(C)C3C(=O)CC12C (stereo not drawn)	-1%	.	.	-1%	.	.	.	29%	.	-5%
COc1ccc(C)cc1S(=O)(=O)N(CC(=O)Nc1cccc([N+](=O)[O-])c1)c1ccc(C)cc1	-1%	5%	7%	6%[46.1 µM]	10	22%	-8%	-10%	20%	1%
COc1ccc(NS(=O)(=O)c2cccc(C(=O)N3CCCC3)c2)cc1	4%	7%	.	1%	26	.	.	-2%	.	-1%
O=C(c1cccn2c(=O)c3ccccc3nc12)N1CCN(c2ccccn2)CC1	48%[activator]	0%	12%	-2%	-1	-12%	2%	-2%	-1%	-18%
CC(C)=C1SC(N2CCN(c3cccc(C(F)(F)F)c3)CC2)=NC1=O	-2%	1%	4%	-3%	9	19%	4%	-27%	1%	0%
Cc1cccc(NC(=S)N(CCCN2CCOCC2)Cc2ccco2)c1	2%	-3%	-6%	-1%	11	-21%	-5%	7%	0%	-2%
CC(=O)N(CCc1cccc(C)c1)Cc1cc2ccc(C)cc2[nH]c1=O	-3%	6%	-4%	-1%	-13	?	5%	?	6%	-2%
Cc1ccc(OCC(=O)N2CCc3ccccc3C2)c(C)c1	3%	-3%	0%	-1%	1	?	20%	5%	-14%	-3%
Cc1ccc(NC(=O)C2(c3ccccc3)CC2(Cl)Cl)cc1C (stereo not drawn)	-9%	4%	-15%	4%	-19	?	13%	-7%	12%	0%
CCOc1ccc(C(N)=O)cc1OC	2%	-2%	-6%	13%	3	-25%	12%	27%	-3%	-4%
COc1ccc(OC)c(NC(=O)CCN2CCN(C)CC2)c1	9%	2%	1%	6%	26	-1%	5%	10%	-3%	0%
N#C/C(=C\c1ccccc1)C(=O)NCc1ccc(F)cc1	-1%	3%	0%	6%	-13	-21%	7%	1%	-3%	1%
NCC12CC3CC(C1)CC(c1ccc(Br)cc1)(C3)C2	-1%	-36%[inhibitor]	-12%	-1%	1	?	11%	-59%[inhibitor]	?	0%
COc1cc(/C=C(\C#N)C(=O)NCC2CCCO2)c([N+](=O)[O-])cc1OC (stereo not drawn)	21%	-6%	?	0%	-4	?	9%	-26%	2%	-10%
O=C(O)c1cn(-c2ccc(F)c(F)c2)c2c(F)c(F)c(F)c(F)c2c1=O	0%	-5%	1%	2%	-15	1%	-8%	-51%[inhibitor]	13%	-5%
Cc1noc(C)c1COc1ccccc1C(=O)NCCOc1ccccc1	0%	7%	.	-1%	4	.	18%	28%	.	0%
COc1cc2c(cc1NS(=O)(=O)N1CCCCC1)oc1ccccc12	-25%	21%	2%	-5%	6	.	27%	-16%	7%	-9%
Nc1c(S(=O)(=O)c2ccccc2)nnn1-c1ccccc1	4%	1%	9%	-6%[46.1 µM]	-2	-7%	3%	28%	0%	-5%
O=S1(=O)CC(O)C(N2CCC(c3ccccc3)CC2)C1 (stereo not drawn)	0%	-2%	-5%	1%	-1	2%	10%	17%	0%	-1%
CCn1cc(C(=O)N2CC(C)CC(C)C2)c(=O)c2cc(S(=O)(=O)N3CCCC3)ccc21 (stereo not drawn)	-3%	-8%	-5%	-3%	5	9%	2%	?	-2%	-5%
CCC(=O)N1CCc2cc(Br)cc(S(=O)(=O)N3CCCCCC3)c21	-4%	18%	-4%	0%[46.1 µM]	-10	1%	5%	-1%	0%	-4%
COc1ccc(N2C(=NC(=O)CCCc3ccccc3)SC3CS(=O)(=O)CC32)cc1 (stereo not drawn)	-1%	3%	-1%	-62%	5	56%[activator]	1%	7%	62%[activator]	-3%
Oc1ccccc1C=NCCCCCCN=Cc1ccccc1O	0%	-7%	-5%	4%	-10	.	-3%	-14%	-5%	-1%
CN(NS(=O)(=O)c1ccc(Cl)cc1)c1nc(C(F)(F)F)nc2ccccc12	5%	-1%	.	.	-23	0%	8%	19%	3%	-5%
O=C(Nc1nnc(C2=COCCO2)o1)c1ccc([N+](=O)[O-])cc1	-1%	-5%	?	2%	-14	.	9%	13%	3%	-4%
COCc1c(C(=O)NC2CCCCC2)sc2cccc(F)c12	-2%	?	.	-4%	3	.	7%	-3%	.	-4%
O=C(CCNS(=O)(=O)c1ccccc1C(F)(F)F)NC1CCCCCC1	4%	-6%	.	6%	-4	.	2%	22%	.	3%
CCN(CC(=O)NC1CCS(=O)(=O)C1)S(=O)(=O)c1ccc(C)cc1C (stereo not drawn)	0%	-6%	.	-4%[46.1 µM]	0	-17%	2%	7%	-2%	-1%
Cc1c(N2C(=O)C(C)SC23C(=O)Nc2ccccc23)c(=O)n(-c2ccccc2)n1C (stereo not drawn)	0%	3%	3%	-3%	6	7%	0%	4%	22%	0%
O=C(CSc1nc2ccccc2c(=O)n1-c1ccccc1)N1CCc2ccccc21	0%	-1%	-3%	0%[46.1 µM]	-3	-7%	2%	-11%	-17%	-2%
O=C(O)C1=C[C@@H](c2coc3ccccc3c2=O)C[C@@H](OCCCCO)O1	36%	-9%	-2%	1%	5	-4%	11%	20%	-30%	0%
CCc1ccccc1NC(=O)C(C)n1nc([N+](=O)[O-])c(Br)c1C (stereo not drawn)	0%	4%	4%	-3%	11	2%	7%	11%	10%	-8%
O=C1CCCc2[nH]c(-c3ccccc3)nc21	3%	10%	-10%	-4%	24	16%	1%	22%	?	-3%
CCN(CC(=O)Nc1ccccc1C(F)(F)F)C(=O)c1ccccc1Cc1ccccc1	0%	-13%	.	-3%	-4	.	-1%	1%	.	1%
CCc1nnc(NC(=O)CSc2nnc(-c3cc4ccccc4cc3O)n2CC)s1	1%	5%	9%	-11%	-15	2%	7%	-21%	-17%	-1%
O=C(NC1CCCC1)c1cc(S(=O)(=O)N2CCOCC2)c(Cl)cc1Cl	1%	-5%	3%	-1%	3	0%	-6%	1%	-6%	-1%
Cc1ccn(C(=O)c2ccc(NC(=O)C3CC3)cc2)n1	0%	14%	-6%	-6%	4	1%	8%	-19%	-5%	-1%
CCC/C(C(=O)NCCO)=C1/c2ccccc2C(=O)N1c1ccccc1	3%	.	.	-11%	-1	.	-1%	19%	.	-1%
COc1cc2cc(C(=O)Nc3ccccc3)c(N)nc2cc1OC	.	-8%	-2%	5%	5	4%	14%	-2%	7%	-2%
COc1ccc(C(c2nnnn2Cc2ccccc2)N2CCN(c3ccccc3)CC2)cc1 (stereo not drawn)	-5%	22%	-3%	1%	-11	?	3%	-17%	-1%	-1%
Cn1cccc1C(=O)Nc1nc(-c2ccccn2)cs1	1%	-9%	-14%	6%	-11	?	-8%	-36%	?	-6%
CN(CCO)c1cc(N(C)CCO)c([N+](=O)[O-])cc1[N+](=O)[O-]	-5%	-6%	?	-7%	9	7%	-2%	-3%	11%	2%
CC1C/C(=N/NC(=O)c2cccs2)CC(C)(C)C1 (stereo not drawn)	0%	-1%	-12%	-3%	-2	-6%	1%	16%	1%	-3%
Nc1nc(SCc2ccc([N+](=O)[O-])cc2)c2ncn(C3OC(CO)C(O)C3O)c2n1 (stereo not drawn)	-2%	-18%	?	2%[46.1 µM]	9	3%	2%	18%	2%	-1%
COC(=O)/C(C#N)=C/c1ccc(-c2ccc(S(N)(=O)=O)cc2)o1	9%	1%	?	4%	-1	.	63%	0%	-9%	-10%

High-throughput results deposited in PubChem BioAssay by National Center for Advancing Translational Sciences (NCATS).

These rows are one share of the data (hit frequency here may not be typical).
